Assay outcomes deposited in PubChem by Fisher Drug Discovery Resource Center.
mcGAS RapidFire = blocks mouse cGAS cGAMP production; recombinant mouse cGAS, cGAMP by RapidFire MS; inhibition, % at 12.5 µM; actives 0.18% (n = 130,000); AID 1259397;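 active = inhibition of cGAS enzyme activity at or above 60%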;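 note: enzyme stimulated by 45 bp dsDNA with ATP and GTP substrates; cGAMP share of summed cGAMP plus half ATP and half GTP signals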
Target sequence (Q8C6L5 whole entry, looked up): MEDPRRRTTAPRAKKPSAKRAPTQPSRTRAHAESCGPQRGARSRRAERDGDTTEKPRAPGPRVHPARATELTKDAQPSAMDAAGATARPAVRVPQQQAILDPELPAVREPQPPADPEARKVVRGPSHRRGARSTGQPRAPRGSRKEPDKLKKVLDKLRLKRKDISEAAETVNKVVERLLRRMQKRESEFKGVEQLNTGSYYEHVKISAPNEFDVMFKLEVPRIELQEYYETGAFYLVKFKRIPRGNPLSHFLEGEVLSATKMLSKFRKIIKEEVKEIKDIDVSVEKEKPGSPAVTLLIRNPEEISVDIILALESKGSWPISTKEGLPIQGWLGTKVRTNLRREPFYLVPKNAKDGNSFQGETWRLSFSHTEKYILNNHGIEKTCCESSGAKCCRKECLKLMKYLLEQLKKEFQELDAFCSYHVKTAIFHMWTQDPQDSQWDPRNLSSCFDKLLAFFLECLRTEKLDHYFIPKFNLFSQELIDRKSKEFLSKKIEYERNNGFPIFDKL
An asterisk follows results filed as active; & = joins results of further samples. Only part of the results is shown; count on the stated rates, not on these rows.

SMILES | mcGAS RapidFire
O=P1(Nc2ccccc2Br)C=C(c2ccccc2)OC(c2ccccc2)=C1 | -6.5
CC(=O)Nc1ccc2c(c1)nc(CCn1ccccc1=O)n2C | -5.2
C=C=CCCC(NS(=O)(=O)c1ccc(C)cc1)C(=O)OCC (configuration not stated) | -13.4
Fc1ccccc1Cc1noc(CN2CCC(N3CCSCC3)CC2)n1 | -5.4
O=C(NCC1CCCN(Cc2ccc3cccc(F)c3n2)C1)c1cccs1 (configuration not stated) | -8.3&-2.9
COCCn1c(C)cc(O)c(C(c2ccc(F)cc2)N2CCN(C)CC2)c1=O (configuration not stated) | -9.8
[O-][n+]1ccccc1Oc1ncnc2sc3c(c12)CCCC3 | 16.9
Cc1cc(C(=O)NCCc2cn(-c3ccccc3)c3ccccc23)nn1C | -8.1
COc1ccc(C2(C(=O)NCc3c(C)noc3C)CCCC2)cc1 | -18.7
CN1CCN(C(CNC2CC(C)(C)NC(C)(C)C2)c2cccs2)CC1 (configuration not stated) | -10.3
Cc1nccn1-c1ccc(NC(=O)C2CCCN(Cc3cc4ccccc4o3)C2)cc1 (configuration not stated) | -3.0
CCN(CC)c1ccc2c(NC3CCCCC3)nc(=O)oc2c1 | 6.8
CC(SCC(=O)NCC#N)c1ccc(OC(F)(F)F)cc1 (configuration not stated) | -8.4
CC(C(=O)NCc1ccccc1)N1CCC(c2nc3ccccc3s2)CC1 (configuration not stated) | 5.5
CCc1ccc(CN2CCCC(c3nn(C)c(=O)n3CC)C2)nc1 (configuration not stated) | -5.6
CCC(CC)c1nnc(N)s1 | -26.3
CCOC(=O)c1c(Nc2nc(OC)cc(OC)n2)n[nH]c1N | 2.9
Cc1ccc(CS(=O)(=O)c2cn(CC(=O)Nc3nc(C)cs3)c3ccccc23)cc1 | 8.9
COC(=O)c1ccc(C(C)Sc2nc3sccc3c(=O)n2C)o1 (configuration not stated) | -7.7
Cn1c(=S)[nH]c2cc(Cl)ccc2c1=O | -14.6
COCCN1CC2=C(C1=O)C(c1cccc(F)c1)NC(=O)N2 (configuration not stated) | -14.1
CCc1noc(-c2ccnc(-n3ncc(C(=O)N4CCN(c5ccccc5)CC4)c3C)c2)n1 | -9.7
Cn1c(C(O)c2ccc3c(c2)OCO3)nc2ccccc21 (configuration not stated) | -5.1
CC(C)(C)c1c[n+](-c2ccccc2)c2n1CCS2 | -8.6
CCOC(=O)C1(C)CCN1C(=O)c1ccccc1Br (configuration not stated) | -2.3
Clc1ccccc1C(c1ccccc1)(c1ccccc1)n1ccnc1 | -0.5&-0.5
N#Cc1ncn(CCNC(=O)OCC(F)(F)F)n1 | -2.2
CCOC(=O)c1c(N)sc(C(C)=O)c1C | -4.1
OCC1(Cc2cccc(C(F)(F)F)c2)CCN(Cc2nc3ccc(F)cc3[nH]2)CC1 | 1.6
CC(=O)Nc1ccc(NC(=O)CCc2nc(-c3ccc(Cl)cc3)no2)c(C(F)(F)F)c1 | -4.0
Cn1cnn(CN2CC3(C)CC2CC(C)(C)C3)c1=S (configuration not stated) | 16.3
Cc1ccc(-n2ncc(C(=O)N3CCC(OCCCO)CC3)c2C2CC2)cc1Cl | -5.5
CC(=O)Nc1ccc(S(=O)(=O)Nc2ccc3c(c2)CCC(=O)N3)c(C)c1 | 1.8
CCCn1c(=O)n(CC(N)=O)c(=O)c2c1nc(C(F)(F)F)n2CCOC | 3.3
CO[C@@H](C(=O)N[C@H]1C[C@H]2CN(C)CCN2C1)c1ccccc1 | -16.6
COCCOc1ccc(NS(=O)(=O)c2cn(C)c(Cl)n2)cn1 | -4.1
Cn1c(NCCN(CCO)CCCc2ccc([N+](=O)[O-])cc2)cc(=O)n(C)c1=O | 5.8
CCCOc1ccnc2c1c(=O)n(CC#N)c(=O)n2C | 11.4
COc1ccccc1C(=O)OCC(=O)c1cccc([N+](=O)[O-])c1 | 0.3
COc1ccc(Cl)cc1N | -7.6
CCCn1cnc2c(c1=O)c1nc3ccccc3nc1n2Cc1ccccc1 | -4.0
CN(Cc1cn2ccsc2n1)c1ccccc1F | -1.9
C=CCC(=O)N(Cc1ccccc1OCC)C1CC1 | -19.1
O=C(Cc1ccncc1)N1CCc2[nH]nc(-c3cccc4ccccc34)c2C1 | -7.4
CCOc1ccc(N(CN2C(=O)c3ccccc3C2=O)C(=O)C(C)C)cc1 | 20.7
COc1cccc(-c2[nH]cnc2-c2ccccc2)c1OCCn1ccnc1 | -16.7
COc1ccc(Cn2cccc(C)c2=O)c(Cl)c1 | -3.3
Cc1csc2nc(Cn3cnc4c3c(=O)n(C)c(=O)n4C)cc(=O)n12 | -6.2
O=C(O)c1cc2ccccc2c(=O)s1 | 15.9
COC(=O)c1cccc2c1CCCN2S(=O)(=O)c1ccc(C)c(C)c1 | 8.8
Cc1cc(S(=O)(=O)N2CCC(C(N)=O)CC2)c(C)cc1Cl | 7.0
O=C(O)CC1OC(=O)c2ccccc21 (configuration not stated) | -6.7
COC(=O)C(NC(=O)Cc1ccc(F)cc1)c1ccccc1 (configuration not stated) | -4.8
CCN(CC)CCNc1cccc(Br)c1 | -7.9
COc1ccccc1-n1cc(CN2CCC(CNC(C)=O)C2)cn1 (configuration not stated) | -42.9
CCCCc1ccc(C(=O)N2CCN(C(C(=O)NCc3ccccn3)C3CCCC3)CC2)cc1 (configuration not stated) | -0.9
CC(C)c1n[nH]c2c1CN(C(=O)CCc1c[nH]c3ccccc13)CC2 | -2.9
Nc1nccc(-c2ccc3noc(-c4ccc(Cl)cc4)c3c2)n1 | -3.5
CN(c1ccc(Br)cc1F)S(=O)(=O)c1c[nH]c(C(=O)O)c1 | 13.4
C/C(=N/N=C1\NC(=O)C(CC(=O)Nc2ccccc2C)S1)c1ccccc1 (configuration not stated) | -38.8

Among those listed so far, these contain bromine:
SMILES | mcGAS RapidFire
O=P1(Nc2ccccc2Br)C=C(c2ccccc2)OC(c2ccccc2)=C1 | -6.5
CCOC(=O)C1(C)CCN1C(=O)c1ccccc1Br (configuration not stated) | -2.3
CCN(CC)CCNc1cccc(Br)c1 | -7.9
CN(c1ccc(Br)cc1F)S(=O)(=O)c1c[nH]c(C(=O)O)c1 | 13.4

Returning to the listing, repeating the 3 entries before the break.
SMILES | mcGAS RapidFire
Nc1nccc(-c2ccc3noc(-c4ccc(Cl)cc4)c3c2)n1 | -3.5
CN(c1ccc(Br)cc1F)S(=O)(=O)c1c[nH]c(C(=O)O)c1 | 13.4
C/C(=N/N=C1\NC(=O)C(CC(=O)Nc2ccccc2C)S1)c1ccccc1 (configuration not stated) | -38.8
CC(Oc1ccccc1)C(=O)N1CCN=C1SCc1cccnc1 (configuration not stated) | -7.2
Cc1cccc(NC(=O)C(C)OC(=O)C2=CN3CCS(=O)(=O)N=C3C=C2)c1 (configuration not stated) | -1.4
O=C(NC1CCSc2ccccc21)c1cc(=O)[nH]c2ccccc12 (configuration not stated) | 18.0
Cc1ccc(-n2ncc3c(C)nn(CC#N)c(=O)c32)cc1C | -4.6
C1CCCN(c2nc3nonc3nc2NCCN2CCOCC2)CC1 | -2.2
CN(C)C1CCCN(C(=O)Cc2ccccc2O)CC1 (configuration not stated) | -13.2
Cc1ccc(NC(=O)CNc2ccn(CC(N)=O)n2)c(Br)c1 | -19.8
NC(=O)C1(N2CCCCC2)CCN(C(=O)CCCn2c(=O)[nH]c3ccccc3c2=O)CC1 | -11.5
CCc1[nH]c2c(CNS(=O)(=O)c3cnn(CC)c3)cc(F)cc2c1C | -20.4
COC(=O)C1C(O)=C(C=NCCc2ccc(OC)c(OC)c2)C(=O)CC1(C)C (configuration not stated) | -12.3
Cc1cc(C)nc(C(C#N)C(=O)c2ccc(OC(C)(C)C)cc2)n1 (configuration not stated) | -2.7
O=C(CSc1nc2[nH]ncc2c(=O)[nH]1)Nc1ccccc1F | -7.1
O=S(=O)(O)c1nc2ccccc2[nH]1 | -7.5
Cc1nn(-c2ccc([N+](=O)[O-])cc2)c2c1C(c1ccccn1)N1C(=N2)C(=O)Nc2ccccc21 (configuration not stated) | -1.5
O=C(O)c1ccccc1CN(Cc1ccsc1)Cc1ccco1 | -5.5
CCc1nc(C)c(C(=O)N2CCc3c(nc(C)nc3N(C)C)C2)o1 | -1.3
COc1ccc(-c2nnc(-c3ccc(Br)o3)o2)cc1OC | -18.9&-1.7
Cc1ccc2nc(CN(C)C(=O)c3cc(C)nc(C)n3)[nH]c2c1 | -8.0
NC(C(=O)O)c1nn[nH]n1 (configuration not stated) | -5.5
CCCC(O)(CCC)CC(=O)N(C)Cc1ccccc1Cl | -10.3
CSc1cccc(NC(=O)c2ccc(-n3nc(-c4cccc(C(F)(F)F)c4)cc3N)cc2)c1 | 5.3
CCOc1ccccc1CCC(=O)N(C)CC(=O)Nc1c(C)cc(C)cc1C | 2.9
CCC(=O)Nc1ccc(OCC(=O)N2CC=CC2CC)cc1 (configuration not stated) | -10.8
CSc1ccccc1NC(=O)C1CCCN(C(C)C)CC1 (configuration not stated) | -3.1
O=C1CC(c2ccco2)Cc2c1cnn2-c1nc2ccccc2s1 (configuration not stated) | -5.7
CCC(C)C(=O)Nc1ccc(C)c(S(=O)(=O)N2CCOCC2)c1 (configuration not stated) | -11.7
Cc1cccn2c(=O)cc(CN3CCc4sccc4C3c3cccs3)nc12 (configuration not stated) | -2.3
CCOC(=O)C1CN(C(=O)OC(C)(C)C)CCN1C(=O)c1cc(CC)c(C)s1 (configuration not stated) | -1.9
Cc1nnc(-c2ccccc2C(=O)O)o1 | 8.3
COc1ccc(Cl)cc1Cn1c(C)c(C(=O)NCc2ccc(OC)c(OC)c2)sc1=O | 0.2
CC(C)Sc1nnc(-c2cnn(-c3ccccc3)c2N)n1Cc1ccccc1 | -4.6
c1ccc(-c2nc(NC3CC3)nc(-n3ccnc3)n2)cc1 | -23.9
COc1ccc(-n2ccc3c(cnc4c(-c5ccc(F)cc5)c(C)nn43)c2=O)c(OC)c1 | -11.2
COc1ccc(NC(=O)NCCn2nc(-c3cccnc3)ccc2=O)c(OC)c1 | -5.2
CCc1ccccc1Nc1nnc(Cc2ccc(F)cc2)c(=O)[nH]1 | -7.8
O=C1CCCN1C1CCCN(CCn2cc[nH]c2=O)C1 (configuration not stated) | 8.1
Oc1oc(-c2ccc(Br)cc2)nc1C=Nc1ccc(F)cc1 | -6.7
COc1ccc(NC(=O)CN2C(=O)c3ccccc3NC23CCN(C)CC3)cn1 | -2.7
Cc1nccc(-c2ccccc2)c1C(=O)NCC1(O)CCCNCC1 (configuration not stated) | 0.1
COC(=O)c1ccc2c(c1)N(C)C(=O)CO2 | -7.0
Cc1cc(C)cc(N2CCN(Cc3nc[nH]c3C)CC2=O)c1 | -3.8
Cc1ccc(C)c(OCC(=O)Nc2cccc(C(=O)NN3C(=O)c4ccccc4C3=O)c2)c1 | -4.3
Cc1ccc(CNC(=O)C(NC2CCOCC2)C(C)C)n1C (configuration not stated) | -8.9
O=C(NCc1ccco1)C1CCCN(S(=O)(=O)c2ccc(Br)cc2)C1 (configuration not stated) | -6.2
NCCc1cc(N2CCC[C@H]2CO)ncn1 | -4.5
CCC(C)n1nccc1NC(=O)c1n[nH]c2ccccc2c1=O (configuration not stated) | 0.7
COc1cccc(NC(=O)C2(C)CCN2Cc2cc3ccccc3o2)c1 (configuration not stated) | -10.4
CNC[C@H](O)[C@@H](O)[C@H](O)[C@H](O)CO | 1.5
Cc1ccc(F)cc1CC(=O)N(CC1CCC(=O)N1)C(C)C (configuration not stated) | -22.3
COc1ccc(CCN(C)C2CCCN(c3ncnc4nc[nH]c34)C2)cc1OC (configuration not stated) | -10.3
Cc1cc(C)cc(C(=O)NCC(=O)N(C)CC23CC4CC(CC(C4)C2)C3)c1 | 2.3
CCCn1c(=O)c2ccccc2n2c(SCC(O)COc3c(C)cccc3C)nnc12 (configuration not stated) | -6.8
CCC(CC)c1nnc(NC(=O)CCc2c(C)nc3ncnn3c2C)s1 | -15.3
O=c1c(-c2ccc(Oc3ccccc3)cc2)[n+]([O-])c2ccccc2n1O | -4.5
CCOC(=O)C1(C)CCCCN1C(=O)c1cccc(Cl)c1 (configuration not stated) | -5.8
CSCC(C)N(C)C(=O)Nc1cnn(Cc2ccccc2)c1 (configuration not stated) | -0.7
Cc1ccc(-c2sc(-c3ccccc3)nc2CC(=O)NC2CC2)cc1 | -5.7
O=C(Cc1ccc2ccccc2c1)NCCN1C(=O)CSC1=O | -4.2
Cc1ccc(S(=O)(=O)N(C)CC(=O)Nc2nncs2)cc1C | 6.2
CC(O)CN1CCN(CC(=O)Nc2ccnn2C(C)C)CC1C (configuration not stated) | -4.3

(list continues)
SMILES | mcGAS RapidFire
O=C(Cn1cncn1)N1CCOC(CC(c2ccccc2)c2ccccc2)C1 (configuration not stated) | -6.2
Cc1cccc(N2CC(Nc3nccc(CCC(F)(F)F)n3)CC2=O)c1 (configuration not stated) | -8.8
CCOCCn1c(CN2CCN(Cc3ccccc3)CC2)nc2c1c(=O)n(C)c(=O)n2C | -14.2
O=C1CNC(=O)C12CCCc1ccccc12 (configuration not stated) | 0.8
O=C(CSc1nc2cc(Cl)ccc2o1)N1CCCC1 | -4.6
N#CC(=Cc1cccs1)S(=O)(=O)c1ccc(Br)cc1 | -2.2
Brc1ccc(NN=C(N=Nc2nn[nH]n2)c2ccccc2)cc1 | 1.5
O=C(CC1=CCCCC1)N1CCCC(CNS(=O)(=O)c2cccs2)C1 (configuration not stated) | 8.6
Cc1ccc(Oc2ncccc2CNc2cc(C)c3ccccc3n2)cn1 | -14.3
Cc1ccc(C=C2SC(=S)N(Cc3ccco3)C2=O)s1 | -12.6
Cc1nn(C)c(C)c1C(=O)N1CCN(S(=O)(=O)c2cc(Cl)ccc2Cl)CC1 | -8.7
COC(=O)c1cc(Cn2cccc(C(F)(F)F)c2=O)c(C)s1 | -1.5
C(=C\c1ccco1)/CN1CCCn2cncc2C1 | -23.0
CCOC(=O)CCc1c(C)c2ccc(OCc3ccc(C(=O)OC)cc3)c(C)c2oc1=O | -7.2
O=C(C1CCCC1)N1CCCC(OCc2ccc(F)c(F)c2)C1 (configuration not stated) | -6.0

Retrieved by structure from the list above (2):
SMILES | mcGAS RapidFire
C(=C\c1ccco1)/CN1CCCn2cncc2C1 | -23.0
Nc1nccc(-c2ccc3noc(-c4ccc(Cl)cc4)c3c2)n1 | -3.5
